From PubChem
CAL PDZ FP-1 = blocks peptide binding to human CAL PDZ domain; purified CAL PDZ, TMR-peptide fluorescence polarization, 1 h; inhibition, % at 20 µM; 0.02% of 330,000 active; AID 504414;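 active = highest replicate inhibition of at least 40%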;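 also: plate controls were DMSO neutral control wells for no effect and unlabeled competitor peptide control wells for full effect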
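System: tagged CAL PDZ domain. Schedule: 1 h room-temperature incubation prior to read. Signal: fluorescence polarization (mP). Measure: percent inhibition from loss of millipolarization.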
MITF TRPM1 HTS = activators of MITF-driven TRPM1 promoter activity in SK-MEL-5 cells; SK-MEL-5 TRPM1-promoter luciferase, 24 h; % of positive control, neutral wells = 0; activation, % at 12.5 µM; 0.75% of 300,000 active; AID 588334;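 active = mean activation of at least 80% with every replicate also reaching 80%; inconclusive = mean reaches 80% but some replicate falls short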;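 also: 0% = neutral control wells and 100% = parthenolide positive control wells; values of inactives mirror those of a sister screen read the other way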
SR-BI HDL uptake = mouse SR-BI HDL lipid transfer inhibition. Q61009. 0.96% of 320,000 active. inhibition, % at 12.5 µM. ldlA[mSR-BI] CHO cells, DiI-HDL uptake fluorescence, 3 h;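 active = mean replicate inhibition of at least 70% and a set share of replicates each scoring 70 or more; inconclusive = meets just one of the two criteria; inactive = fails both criteria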;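 also: 0% = median of neutral control wells and 100% = median of positive control wells; values of inactives mirror those of a sister screen read the other way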
Target sequence (Q61009 whole entry, looked up): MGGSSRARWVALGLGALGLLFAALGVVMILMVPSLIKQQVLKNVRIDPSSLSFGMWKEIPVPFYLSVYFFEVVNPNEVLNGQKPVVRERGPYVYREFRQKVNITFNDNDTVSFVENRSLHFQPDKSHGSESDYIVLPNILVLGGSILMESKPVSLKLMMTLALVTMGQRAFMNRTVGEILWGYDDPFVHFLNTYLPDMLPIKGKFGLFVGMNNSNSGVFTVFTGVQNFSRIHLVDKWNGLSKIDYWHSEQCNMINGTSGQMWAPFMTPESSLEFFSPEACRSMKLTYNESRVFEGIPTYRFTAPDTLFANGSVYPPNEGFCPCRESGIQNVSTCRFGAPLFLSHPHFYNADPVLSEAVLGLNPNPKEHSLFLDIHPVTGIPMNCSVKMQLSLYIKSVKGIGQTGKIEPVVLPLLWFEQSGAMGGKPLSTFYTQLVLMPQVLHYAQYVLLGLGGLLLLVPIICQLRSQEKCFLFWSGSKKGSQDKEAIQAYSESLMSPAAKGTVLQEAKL
SR-BI uptake up = activators of SR-BI mediated HDL lipid uptake; activation, % at 12.5 µM; CHO ldlA[mSR-BI] cells, DiI-HDL uptake fluorescence, 3 h; 100 = double the neutral-control signal; 0.096% of 320,000 active;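 active = mean replicate activation of at least 60% and every replicate at or above 60%; inconclusive = mean or all-replicate condition met, but not both; inactive = mean below 60% and not all replicates reaching 60%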;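 also: 0% = median plate neutral-control signal and 100% = twice that signal; values of inactives mirror those of a sister screen read the other way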
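System: CHO ldlA[mSR-BI] cells / Medium: HEPES-buffered (25 mM, pH 7.4) F12 plus 0.5% BSA / Probe or stimulus: labelled HDL, 10 µg/mL / Doses: single compound concentration, delivered by pin transfer / Schedule: 3 h, 37 °C / Measured by: DiI fluorescence, bottom read / Measure: cell-associated DiI fluorescence as measure of HDL uptake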
Rtt109 HAT inh = inhibitors of Candida albicans Rtt109/Vps75 histone acetyltransferase | Q5AAJ8 | purified Rtt109/Vps75, ThioGlo CoA-SH fluorescence, 4 h | inhibition, % at 34.9 µM | 0.16% of 330,000 active;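 active = inhibition of at least 50% in every replicate; inconclusive = best replicate reaches 50% inhibition but some replicates fall short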
PvdQ acylase = P. aeruginosa PvdQ acylase inhibition; 0.063% of 340,000 active; AID 488965; inhibition, % at 10 µM; purified PvdQ acylase, fluorescence plate reader; in the data active = inhibition above about 30%, passing the limit was not always enough; inconclusive = no clear call, values can overlap the other calls;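 also: 0% = vehicle neutral wells and 100% = reference inhibitor wells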
CAL PDZ FP-2 = blocks peptide binding to the human CAL PDZ domain; Q9HD26; purified CAL PDZ, TMR-peptide fluorescence polarization, 1 h; inhibition, % at 24.9 µM; 0.92% of 300,000 active; AID 602252;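 active = mean inhibition of at least 30% with at least half of replicates also reaching 30%; inconclusive = no clear call, values can overlap the other calls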;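 also: 0% = DMSO neutral control and 100% = excess unlabeled competitor peptide PRC23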
NSD2 inh = blocks human histone methyltransferase NSD2. inhibition, % at 12.5 µM. NSD2 peptide methylation, AlphaScreen, 120 min. 0.54% of 310,000 active; in the data active = inhibition above about 50%
dFosB act = mouse delta FosB homodimer activation. P13346. purified delta FosB, TAMRA-CDK5 oligo fluorescence polarization; percent of positive-control signal above neutral wells. activation, % at 25 µM. 0.99% of 340,000 active. AID 493131;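 active = mean activation above about 17%, with every replicate also reaching it, limit read from the data, passing the limit was not always enough; inconclusive = only one of the two conditions met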;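 also: fluorescence polarization rise as delta FosB binds a TAMRA Cdk5 AP-1 oligo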
Target sequence (P13346 whole entry, looked up): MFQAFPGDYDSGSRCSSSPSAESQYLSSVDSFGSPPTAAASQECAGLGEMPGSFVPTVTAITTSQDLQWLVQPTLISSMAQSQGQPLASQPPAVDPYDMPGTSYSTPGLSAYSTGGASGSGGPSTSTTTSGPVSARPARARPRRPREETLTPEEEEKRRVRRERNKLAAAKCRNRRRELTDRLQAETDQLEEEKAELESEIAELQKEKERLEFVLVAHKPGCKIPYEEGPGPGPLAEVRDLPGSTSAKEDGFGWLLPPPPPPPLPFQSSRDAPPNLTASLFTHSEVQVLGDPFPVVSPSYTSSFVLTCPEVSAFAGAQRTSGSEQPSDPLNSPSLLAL
PfHsp90 yeast 2 = inhibits growth of yeast expressing Plasmodium falciparum Hsp90. S. cerevisiae expressing PfHsp90, BacTiter-Glo ATP, 48 h; yeast lacking PDR1 and PDR3 efflux regulators. inhibition, % at 9.4 µM. 0.32% of 310,000 active;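 active = every replicate shows inhibition above about 80%, whatever the replicate mean, limit read from the data; inconclusive = mean inhibition reaches the set limit but some replicate falls short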;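 also: 0% = DMSO neutral controls and 100% = 20 µM radicicol positive controls; yeast relying on Plasmodium falciparum Hsp90 in place of its own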
An asterisk follows results filed as active; u = inconclusive; x = no result given.

CAL PDZ FP-1	MITF TRPM1 HTS	SR-BI HDL uptake	SR-BI uptake up	Rtt109 HAT inh	PvdQ acylase	CAL PDZ FP-2	NSD2 inh	dFosB act	PfHsp90 yeast 2	Structure
-0.7	-16	-12	12	1	-2	-5	2	10	-2	O=C(COC(=O)c1ccc(O)cc1)c1ccc(S(=O)(=O)N2CCCCC2)cc1
-0.2	-5	-6	6	8	-23	-2	x	0	0	Nc1cccc(C(=O)O)c1
0.0	10	23	-23	-7	9	25	-2	-3	0	COc1ccc(/C=C2\SC(N)=NC2=O)cc1Cl
-0.2	-8	5	-5	-5	-15	4	-1	4	-4	O=C(N/N=C/c1ccccc1[N+](=O)[O-])c1ccncc1
0.6	-1	-3	3	-2	-4	75*	-2	-5	-3	O=C(Nc1cccc(S(=O)(=O)N2CCOCC2)c1)c1ccccn1
-1.9	5	11	-11	x	3	-3	-3	6	15	O=C(COc1cccnc1[N+](=O)[O-])Nc1ccc(N2CCOCC2)cc1
-0.9	-8	-8	8	10	-5	-1	x	-4	21	CC1=CC(=O)[C@@H](O)[C@@H](c2ccccc2Br)N1C
-0.8	-8	10	-10	-1	-17	0	-1	-2	-27	O=C(C=Cc1ccccc1)NCCNC(=O)C=Cc1ccccc1
-0.7	-9	20	-20	-4	-14	x	34	-21	-18	Cc1ccn(C(=O)c2cc3c(C)nn(-c4ccccc4)c3s2)n1
0.2	-5	-4	4	0	-14	-1	-2	-1	1	COC(=O)c1sccc1-n1cccc1C(=O)N1CCOCC1
-0.8	21	3	-3	4	-13	7	-1	-1	2	CC(C)CN1C(=O)C(=O)N(CC(=O)NC2CCCc3ccccc32)C1=O (stereo unspecified)
-0.2	4	20	-20	-26	0	-1	x	-3	0	CCOc1cc(C2C(C(=O)N3CCOCC3)=C(C)NC3=C2C(=O)CCC3)ccc1O (stereo unspecified)
-1.9	18	17	-17	-9	6	-4	-1	-2	-38	NC(=O)c1ccccc1N/C=C/C(=O)c1ccc(Cl)cc1
0.6	-4	0	0	6	-11	-4	-2	-1	-6	O=C1CC(N2CCC(c3nc4ccccc4o3)CC2)C(=O)N1c1ccc(F)cc1 (stereo unspecified)
x	1	-5	5	-6	3	-5	1	-2	0	O=C(Nc1cccnc1N1CCOCC1)c1ccco1
-2.9	-60	x	x	-6	-21	3	-5	-5	15	O=C(NCc1ccccc1)C(=O)Nc1cccc(C(=O)O)c1
-2.7	-18	2	-2	5	-7	-3	-1	-4	x	COc1ccc(NC(=O)C(=O)NCC2CCCN2S(=O)(=O)c2cccs2)cc1 (stereo unspecified)
-2.1	16	19	-19	3	-9	2	4	-9	16	CC(c1ccccc1)N1CCn2c(nc3cc(NS(C)(=O)=O)ccc32)C1 (stereo unspecified)
-0.1	5	-31	31	3	-14	x	-1	-3	36	CN1C2C=C3C(C#N)=C(N)C(C#N)(C#N)C(c4ccc(Br)cc4)C3C1CC2 (stereo unspecified)
-0.5	x	9	-9	13	19	-3	-1	-5	5	COc1ccccc1/C=C\C(=O)NCC(=O)N/N=C(\C)Cc1ccccc1
0.5	2	-34	34	-6	1	-3	-3	-8	7	CC(Nc1n[nH]c(=O)[nH]c1=O)C(=O)N/N=C/c1cccs1 (stereo unspecified)
-0.3	-1	0	0	-8	-3	-3	3	-1	x	COc1ccccc1C(=O)C1CCCN(Cc2cccc3nccnc23)C1 (stereo unspecified)
0.3	-7	-25	25	-3	-10	0	0	-2	-18	Cc1cnc(C(=O)OCC(=O)NC(C)c2ccccc2)cn1 (stereo unspecified)
-2.3	-9	-24	24	-7	4	x	-1	-2	-8	COc1ccc(CCNC(=O)c2cnn(-c3ccc(C)c(C)c3)c2NC(=O)c2ccco2)cc1OC
0.8	-6	-5	5	1	-7	-4	1	-11	-16	CCc1ccc(OC)c(S(=O)(=O)N2CCN(C(=O)c3ccco3)CC2)c1
-3.0	-14	-64	u	x	-13	0	-4	-6	-39	COc1ccc(CN2C(=O)c3ccccc3C2=O)cc1C(=O)O
0.0	-2	-3	3	0	-6	5	x	0	7	CCOC(=O)c1[nH]c(C)c(C(=O)N2CCOCC2)c1C
-2.3	-12	-31	31	5	-2	5	-4	-2	-10	COc1ccc(N2C(=O)NC(=O)C2=O)cc1
0.2	-4	-11	11	-12	5	-3	-6	0	23	COc1ccc(CCNC(=O)CN(c2ccccc2)S(C)(=O)=O)cc1OC
-2.4	-2	19	-19	-4	-24	-3	4	-8	x	Cc1cccc(N2CCN(C(=O)/C=C/c3cccs3)CC2C)c1 (stereo unspecified)
0.7	-10	52	-52	12	8	1	x	2	21	COc1ccc(Cl)cc1NC(=O)CSc1nnc(Cc2cccn2C)n1-c1ccc(F)cc1
-0.1	-7	71*	-71	5	15	x	0	0	16	CCCC(=O)Nc1ccc(Cl)c(NC(=O)c2ccc(Br)o2)c1
-0.7	12	8	-8	3	-4	-3	2	1	16	CCN1CCN(C(=O)CSc2cc(=O)n(C)c3ccccc23)CC1
-2.5	0	-18	18	-6	-11	5	-3	3	-57	CCn1c(C)nc2cc(C(=O)NNC(=O)Nc3cccc(Cl)c3)ccc21
-4.6	-3	-2	2	-5	-16	-5	-1	-15	x	Cc1cnc(C(=O)OC(C(=O)c2c[nH]c3ccccc23)c2ccccc2)cn1 (stereo unspecified)
0.4	11	-4	4	-2	3	0	-1	1	8	COc1ccc(CC(=O)NNc2ncnc3c2cnn3C)cc1
3.4	-98	44	-44	-10	-17	2	24	-1	-7	C[n+]1c(-c2ccccc2)cc2c(=Cc3ccccc3)c3ccccc3n21
-2.9	-8	1	-1	-3	-21	22	6	-18	21	Cc1ccc2cc(CN(CCCO)S(=O)(=O)c3cccc4nsnc34)c(=O)[nH]c2c1C
-2.3	2	-22	22	13	-11	x	3	3	-5	COC(=O)c1sc(=S)n(-c2cc(F)ccc2F)c1N
0.4	0	9	-9	-5	-5	-1	-2	2	-3	CCCC(C)NC(=O)C1CCN(S(=O)(=O)c2ccccc2)CC1 (stereo unspecified)
-2.8	-2	-7	7	56*	-15	-3	10	-12	13	COC(=O)c1c(NC(=O)C2CC(C)=C(C)CC2C(=O)O)sc2c1CCCCC2 (stereo unspecified)
0.5	-16	17	-17	-2	-8	3	0	-10	4	COc1ccc(CN(C)C(=O)c2cc(S(=O)(=O)NCc3ccccc3)ccc2C)c(OC)c1
-2.7	19	-10	10	-7	-16	-1	-3	2	4	CC1CN(C(=O)C2(C)CC2(Cl)Cl)CC(C)O1 (stereo unspecified)
1.2	-16	20	-20	-4	-10	0	x	-21	-16	CC[C@]12c3[nH]c4ccccc4c3CCN1C(=O)C(CC(=O)NC/C=C(\C)CCC=C(C)C)C[C@@H]2C(=O)N1CCN(C(=O)C2CC2)CC1 (stereo partly specified)
0.3	22	28	-28	10	-10	-4	-2	-8	11	CCOC(=O)c1[nH]c2ccc(OC)cc2c1NC(=O)c1ccc(OC)c(OC)c1
-0.7	4	-8	8	-4	-13	x	-9	-2	-11	CS(=O)(=O)c1ccccc1-c1nnc(NC(=O)CCS(=O)(=O)c2ccc(Cl)cc2)o1
-0.6	-20	-4	4	3	-10	3	29	-11	-7	O=C(O)c1cc(-c2ccco2)nn1-c1cccc(Cl)c1
0.6	33	11	-11	-2	3	-2	x	-5	27	COc1ccc([C@H]2CC(=O)C=C(c3ccc(-c4ccccc4)c(F)c3)C2)cc1
0.5	-12	8	-8	10	-31	-3	x	-2	-31	O=C1NC[C@H](c2ccccc2)OC(=O)[C@H](Cc2ccc(F)cc2)C/C=C\C[C@H]1CC(=O)N(CCO)Cc1ccccc1
-1.4	24	-32	32	-11	1	0	-7	-7	-71	CC(C)Cc1ccc(C(=O)NCCOc2ccccc2)o1
0.2	-5	-6	6	-5	-5	-2	0	2	5	Cc1nc2c(N=Nc3ccccc3F)c(N)nn2c(N)c1C#N
-0.2	13	0	0	-15	-16	x	-2	4	x	CN1C(=O)CCC2(c3ccccc3)CC=C(O)C=C12 (stereo unspecified)
-0.5	-3	30	-30	1	-16	-24	0	0	6	Cc1nc2ccc(NC(=O)c3cc(S(=O)(=O)N4CCOCC4)ccc3C)cc2s1
-2.5	5	19	-19	-2	-7	-2	-4	-10	-1	CCC(=O)N1CCc2cc(S(=O)(=O)CCC(=O)N(C)c3ccc(OC)cc3OC)ccc21
-0.3	20	35	-35	4	-19	x	1	-1	x	COc1ccc(N2CCN(c3oc(COc4ccccc4Cl)nc3C#N)CC2)cc1
-5.2	-1	7	-7	0	-15	-24	4	-1	-14	COc1cc(OC)c(S(=O)(=O)Nc2ccccc2C(=O)O)cc1S(=O)(=O)Nc1ccccc1C(=O)O
-0.4	4	-18	18	-10	-7	-4	-1	7	2	CN(Cc1cc([N+](=O)[O-])ccc1Cl)C(=O)C[n+]1ccccc1
0.5	0	-56	56	-1	-8	x	0	-9	-17	Cc1cc(C)n2nc(C(=O)Nc3cccnc3)nc2n1
-1.2	-7	-25	25	7	5	0	6	-3	-18	O=C1CN(CC(=O)Nc2ccc(Cl)cc2)CCN1
0.2	x	7	-7	-1	-15	-5	x	1	7	CCCC(=O)NC(C)c1nc2ccccc2n1CC (stereo unspecified)
-0.2	-3	-16	16	-1	0	x	-1	-2	1	CCN(CC)C(=O)C1CCCN(Cc2ccccc2C(F)(F)F)C1 (stereo unspecified)
-0.6	-4	-4	x	7	3	x	1	-4	-18	CCCCC1CCC(C(=O)N(C)CC(=O)Nc2cccc(F)c2)CC1 (stereo unspecified)
0.4	-6	-1	1	5	9	x	x	0	12	Cc1ccc(CNC(=O)C2CCCN(c3nc4ccccc4o3)C2)cc1 (stereo unspecified)

Ordered by molar mass (falling): 3 of the compounds above
CAL PDZ FP-1	MITF TRPM1 HTS	SR-BI HDL uptake	SR-BI uptake up	Rtt109 HAT inh	PvdQ acylase	CAL PDZ FP-2	NSD2 inh	dFosB act	PfHsp90 yeast 2	Structure
-0.7	-16	-12	12	1	-2	-5	2	10	-2	O=C(COC(=O)c1ccc(O)cc1)c1ccc(S(=O)(=O)N2CCCCC2)cc1
0.4	11	-4	4	-2	3	0	-1	1	8	COc1ccc(CC(=O)NNc2ncnc3c2cnn3C)cc1
-0.9	-8	-8	8	10	-5	-1	x	-4	21	CC1=CC(=O)[C@@H](O)[C@@H](c2ccccc2Br)N1C
